DDE Tn7 FP inh: inhibitors of Tn7 peptide binding to human fibrin DD(E). P02675. FP displacement of FITC-Tn7 peptide from fibrin DD(E); 0% = median of compound wells per plate. inhibition, % at 8.3 µM. 370,000 compounds, 0.13% hits;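 active means inhibition above the mean of compounds falling within the control limits plus 3 SD of them, cut at about 14% in these data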;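 further: 0% = plate median of compound wells and 100% = 10 µM Aha-Tn7 peptide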
Target sequence (P02675 whole entry, looked up): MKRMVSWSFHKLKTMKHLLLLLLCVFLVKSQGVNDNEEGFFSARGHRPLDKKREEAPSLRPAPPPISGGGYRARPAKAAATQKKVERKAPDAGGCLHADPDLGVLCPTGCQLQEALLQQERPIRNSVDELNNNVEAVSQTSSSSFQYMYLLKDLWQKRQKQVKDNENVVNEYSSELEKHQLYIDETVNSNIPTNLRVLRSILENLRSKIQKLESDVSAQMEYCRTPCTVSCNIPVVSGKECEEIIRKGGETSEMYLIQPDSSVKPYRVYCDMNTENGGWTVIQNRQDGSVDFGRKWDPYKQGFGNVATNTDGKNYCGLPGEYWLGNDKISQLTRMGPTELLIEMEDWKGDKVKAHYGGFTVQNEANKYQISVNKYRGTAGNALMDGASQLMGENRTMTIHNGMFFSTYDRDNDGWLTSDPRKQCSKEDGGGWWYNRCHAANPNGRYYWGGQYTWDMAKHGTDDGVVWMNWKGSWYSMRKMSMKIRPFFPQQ
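Assay system: Human fibrin DD(E) protein | Medium: Tris buffer with calcium and detergent, pH 7.8 | Reagent: 0.1 µM fluorescent Tn7 | Compound dosing: Single point at 8.3 µM | Times: 10 min preincubation, 3 h with tracer, room temperature | Detection: Fluorescence polarization of the labelled Tn7 tracer | Controls: Aha-Tn7 high control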
PLCg1 inh: blocks human PLC-gamma1 enzyme activity | P19174 | purified PLC-gamma1, fluorogenic substrate, fluorescence | inhibition, % at 12.2 µM | 370,000 compounds, 0.84% hits; in the data active means inhibition above about 9.5%
PLCb3 inh: PLC-beta3 (human) inhibition, primary screen. AID 720704. 370,000 compounds, 0.18% hits. inhibition, % at 12.2 µM. Q01970. Purified PLC-beta3, fluorogenic substrate, fluorescence; in the data active means inhibition above about 11%;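 further: 0% = median of compound wells on plate and 100% = full blocker control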
ASAP1 GAP inh: inhibitors of human ASAP1 ArfGAP activity | 360,000 compounds, 0.19% hits | ASAP1-stimulated ARF1 GTP hydrolysis, GDP FP detection | inhibition, % at 16.5 µM | AID 624377; in the data active means inhibition above about 25%;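 further: 0% = vehicle with enzyme and substrate and 100% = no enzyme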
UHRF1 binding: UHRF1 methyl-DNA binding inhibition | UHRF1 binding to methylated oligo, TR-FRET | 370,000 compounds, 0.75% hits | Q96T88 | inhibition, % at 4.4 µM; in the data active means inhibition above about 21%;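 further: UHRF1 SRA domain binding a hemimethylated CpG hairpin DNA probe; 0% = median of test compound wells and 100% = reference inhibitor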
ARFGAP1 inh: inhibitors of rat ARFGAP1 | Arfgap1-stimulated ARF1 GTP hydrolysis, GDP FP detection | inhibition, % at 16.5 µM | 360,000 compounds, 0.26% hits | AID 651572 | Q62848;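 active means inhibition above a per-plate limit, mean inhibition of low control wells plus 3 SD, cut at about 25% in these data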;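 further: 0% = DMSO wells with enzyme and 100% = wells lacking Arfgap1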
Target sequence (Q62848 1-136 limits assumed): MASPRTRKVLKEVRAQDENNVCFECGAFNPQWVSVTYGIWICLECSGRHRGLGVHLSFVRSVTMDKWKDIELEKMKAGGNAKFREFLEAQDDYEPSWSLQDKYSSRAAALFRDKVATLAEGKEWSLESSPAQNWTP
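System: truncated rat Arfgap1 GAP domain / Medium: HEPES-based buffer, pH 7.5 / Also added: N-terminally truncated human ARF1-GTP substrate / Incubation: enzyme reaction 120 min at 25 °C after 20 min preincubation / Measured by: FP of antibody-bound GDP Alexa 633 tracer, ex 620/em 688 nm / Replicates: singlicate, each compound tested once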
KLK7 zymogen act: activates the human kallikrein-7 zymogen | activation, % at 7 µM | P49862 | purified proKLK7, EDANS-DABCYL substrate fluorescence; 100% is mature enzyme control, 0% vehicle | 370,000 compounds, 0.9% hits;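 active means activation above the mean of all tested compounds plus 3 SD, computed per campaign excluding outliers beyond control limits, cut at about 13% in these data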
Target sequence (P49862 whole entry, looked up): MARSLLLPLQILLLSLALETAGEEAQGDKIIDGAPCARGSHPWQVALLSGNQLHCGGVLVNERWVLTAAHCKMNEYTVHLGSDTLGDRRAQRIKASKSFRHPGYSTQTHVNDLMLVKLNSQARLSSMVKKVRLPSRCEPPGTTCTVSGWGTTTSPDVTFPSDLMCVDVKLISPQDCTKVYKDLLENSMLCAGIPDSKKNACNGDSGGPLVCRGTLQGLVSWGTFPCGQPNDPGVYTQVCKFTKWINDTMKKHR
MBD2 DNA inh: blocks human MBD2 binding to methylated DNA | Q9UBB5 | TR-FRET, MBD2 binding to methylated oligonucleotide | inhibition, % at 4.4 µM | 370,000 compounds, 0.31% hits | AID 686964; in the data active means inhibition above about 13%
ADAM17 inh: ADAM17 inhibition, QFRET primary screen; P78536; recombinant ADAM17, EDANS/DABCYL FRET peptide cleavage; inhibition, % at 6.95 µM; 370,000 compounds, 0.83% hits;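 active means inhibition above the mean of compounds lying between control limits plus 3 SD, set per campaign, cut at about 8.5% in these data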;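 further: 0% = DMSO-only wells as the low control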
DDE Tn6 FP inh: DD(E)-Tn6 binding inhibition, primary FP screen; Fibrin DD(E) TRITC-Tn6 fluorescence polarization displacement; AID 720509; 370,000 compounds, 0.21% hits; inhibition, % at 8.3 µM;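 active means inhibition above a per-campaign cutoff: mean of compounds within control limits plus 3 SD, cut at about 15% in these data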;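 further: 0% = median of all compound wells on the plate and 100% = blocking peptide control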
* hit, by the source's call; i = inactive; . = not tested or not shown.

SMILES	DDE Tn7 FP inh	PLCg1 inh	PLCb3 inh	ASAP1 GAP inh	UHRF1 binding	ARFGAP1 inh	KLK7 zymogen act	MBD2 DNA inh	ADAM17 inh	DDE Tn6 FP inh
COc1ccc(S(=O)(=O)Nc2cccnc2)c(C)c1C	-0.4	-1.0	-8.4	1.2	-2.0	-10.7	0.1	1.0	-1.8	-2.6
O=C(OCc1ccccc1)/C(=C/c1ccccc1Cl)NC(=O)c1ccco1	-4.7	1.1	-9.4	13.2	-1.0	-0.7	0.6	-7.0	6.3	-3.8
Cc1ccc(-n2c(SCc3nnc4n3CCC4)nnc2-c2ccccc2)cc1	-3.6	2.7	0.9	7.3	-2.5	4.5	-0.7	-1.4	-0.7	-3.5
CSc1nc2[nH]ncc2c(=O)[nH]1	-7.8	0.5	3.7	-1.0	-0.7	-3.4	0.3	-2.3	-0.4	4.0
CC#CC[N+](C)(C)CCCCCCCCCC	-1.2	6.2	-1.3	2.9	-3.3	17.6	0.0	-6.4	1.1	-4.8
Cc1ccc(P(=O)(CSC(=N)N)c2ccc(C)cc2)cc1	12.5	2.3	2.1	16.2	-1.8	11.2	0.3	-4.7	4.3	-9.1
Cc1occc1-c1nnc(SCC(=O)NC2CCCCC2C)o1 (stereo not given)	2.9	4.7	2.1	-3.2	1.7	4.8	0.3	6.4	-5.4	0.4
Nc1ccc2nc(-c3ccccn3)[nH]c2c1	-10.4	-181.5	-209.5	12.1	-5.0	8.0	-1.2	-1.1	-9.4	-19.2
CC(C)CSc1nnc2c(n1)[nH]c1ccccc12	4.1	-5.3	-11.5	2.5	4.4	12.0	-0.4	-2.1	-0.8	-2.9
C[n+]1ccccc1C1CCCC/C1=N\Nc1ccc([N+](=O)[O-])cc1[N+](=O)[O-] (stereo not given)	-10.4	2.4	5.7	3.1	0.2	-8.0	0.5	-1.0	-0.2	-0.3
CC(=O)c1c(C)[nH]c(C(=O)CN2C(=O)NC3(CCCCC3)C2=O)c1C	-0.6	1.3	-1.2	-6.6	-1.5	2.5	0.2	0.2	-0.1	-0.4
CC(=O)c1ccc(N2CCN(C(=O)CCNC(=O)Cn3ccc4ccccc4c3=O)CC2)cc1	0.7	-5.4	-13.5	1.6	0.7	-0.5	0.5	-1.3	-5.6	-3.7
CCOc1ccc(S(=O)(=O)N2CCN(C(=O)c3cc4ccccc4o3)CC2)cc1	-6.3	-0.7	-5.4	-7.6	-0.7	-2.7	0.0	-2.8	-1.9	8.7
Cc1ccc(S(=O)(=O)NC(=O)c2cc(C)n(C3CC3)c2C)cc1	0.7	0.0	4.6	-1.8	-0.4	5.4	-0.4	0.0	0.1	13.1
Cn1ccnc1C(=O)Cc1ccc([N+](=O)[O-])cc1	1.2	0.8	-2.9	7.1	-3.0	-4.9	-0.9	2.3	-4.9	3.0

Reprinted from the part before: 2 compounds; new compounds follow.
SMILES	DDE Tn7 FP inh	PLCg1 inh	PLCb3 inh	ASAP1 GAP inh	UHRF1 binding	ARFGAP1 inh	KLK7 zymogen act	MBD2 DNA inh	ADAM17 inh	DDE Tn6 FP inh
Cc1ccc(S(=O)(=O)NC(=O)c2cc(C)n(C3CC3)c2C)cc1	0.7	0.0	4.6	-1.8	-0.4	5.4	-0.4	0.0	0.1	13.1
Cn1ccnc1C(=O)Cc1ccc([N+](=O)[O-])cc1	1.2	0.8	-2.9	7.1	-3.0	-4.9	-0.9	2.3	-4.9	3.0
Cc1ccc(Cl)cc1NC(=O)CN1CCOCC1	10.3	-0.3	-6.1	-2.2	-0.1	-1.7	0.1	0.6	-3.4	9.4
O=S(=O)(c1ccc(Br)cc1Cl)N1CCN(CCO)CC1	9.6	0.7	0.0	0.2	2.5	-10.3	0.1	1.6	-1.8	-0.3
CC1CCCC(C)N1CC(O)COCC1COc2ccccc2O1 (stereo not given)	-3.1	-0.8	3.3	1.7	7.4	9.5	-0.6	-0.3	-1.3	-5.5
COc1ccc(CCNC(=O)Cn2cc(C(F)(F)F)cc(Cl)c2=O)cc1OC	-7.3	2.8	1.8	-0.3	0.1	-2.3	0.2	0.8	3.6	8.3
Cc1ccccc1Nc1nc(N)nc(COC(=O)C(NC(=O)c2ccco2)C(C)C)n1 (stereo not given)	-0.3	3.8	-4.0	0.4	5.8	-0.1	0.2	3.9	-7.7	-5.2
COc1ccc(N2CCN(Cc3cc(=O)oc4ccc5ccccc5c34)CC2)cc1	-2.5	-4.3	-6.6	2.6	-0.2	-12.5	-0.3	0.4	-7.0	5.3
COc1ccc(C(=O)CSc2nnc(-c3ccc(C(C)(C)C)cc3)n2C)cc1	-2.4	0.1	1.6	.	-1.3	.	-0.2	2.6	2.4	8.6
O=C(NC1CCCCC1NC(=O)c1ccco1)c1ccco1 (stereo not given)	-1.8	-0.4	-1.2	-7.5	-1.4	-4.4	-0.3	3.5	-2.5	1.5
CC1CCN(Cc2cc(=O)oc3cc4c(cc23)CCCC4)CC1	3.4	-2.7	-4.1	8.9	2.4	-2.7	0.6	-3.4	-4.7	-2.1
CC1CC=C(O)C12OCC(C)(C)CO2 (stereo not given)	5.0	-2.1	-1.9	-12.0	0.5	-11.8	-0.1	-6.5	-8.3	-2.0
O=C(CN1CCCCC1)N1c2ccccc2Sc2ccc(C(F)(F)F)cc21	-8.6	0.9	4.3	-7.9	-0.5	19.6	0.4	-4.5	0.7	-9.2
O=c1cc[nH]c2ccc(Cl)cc12	7.8	4.3	-2.4	23.3	5.7	5.2	-0.5	10.2	-3.8	-0.1
CCn1c(COc2ccc(C)cc2)nnc1SCC(=O)Nc1ccc(C(=O)OC)cc1	4.5	1.7	-0.6	.	2.5	.	0.4	2.6	0.8	4.0
Cc1cc(C(F)(F)F)nn1Cc1ccc(C(=O)NCc2ccco2)o1	5.4	-3.9	-4.8	-10.8	-2.3	-10.6	0.1	-9.0	4.3	-1.1
COc1ccc(CN(C(=O)c2cnccn2)C(C(=O)NC(C)(C)C)c2cc(OC)c(OC)c(OC)c2)cc1 (stereo not given)	0.0	2.0	3.0	-0.3	-2.5	4.6	0.1	2.5	-4.6	-9.1
OCC1CCCCN1CC(O)COC(c1ccc(F)cc1)c1ccc(F)cc1 (stereo not given)	-8.0	6.4	8.1	-6.4	2.9	0.7	-0.1	3.9	1.9	8.2
O=C(OCc1cncs1)c1cccs1	4.0	0.4	-4.0	-8.1	-0.3	-6.6	-0.1	-1.3	-1.5	2.6
NS(=O)(=O)c1ccc(CCNC(=O)c2ccco2)cc1	1.5	0.0	-7.1	-2.9	0.1	2.4	0.2	-0.5	-5.5	-4.1
COc1ccc(NC(=O)c2cc(C3CCCCN3C(=O)C3CCCCC3)on2)c(C)c1 (stereo not given)	1.4	-1.4	-1.3	7.4	-1.0	-0.5	0.8	-2.5	-3.7	7.4
CCN(CC)Cc1c(C(=O)N/N=C/c2ccccn2)nnn1-c1nonc1N	-5.1	-3.8	1.3	-26.7	1.2	10.9	0.1	-3.0	0.1	8.6
COc1ccccc1NC(=O)CCc1c(C)[nH]c(=O)c(C#N)c1C	-2.0	1.3	-1.1	-5.2	-1.5	-0.5	0.9	-2.0	-3.0	8.5
CN(C)S(=O)(=O)c1ccc(NC(=O)N2CCOCC2)cc1	-1.5	2.1	1.3	6.6	-2.0	0.5	0.2	1.9	-1.6	6.5
O=C(NNC(=S)NC(=O)c1ccc(F)cc1)c1cccnc1	3.7	3.1	7.2	0.1	-0.7	1.6	0.3	2.7	3.0	5.6
O=C(Nc1ccccc1-c1ccccc1)C1CCCN(c2ncccn2)C1 (stereo not given)	7.4	-1.9	-0.3	-0.2	-0.7	-0.4	0.1	3.1	-1.8	1.2
O=C1C(=O)C(c2ccccc2)C(=O)C1c1ccccc1 (stereo not given)	0.7	-88.9	-116.3	-3.6	0.1	1.4	0.5	-2.8	-8.3	-1.2
Cc1ccc(Nc2nc(Cl)c(C=O)s2)cc1Cl	5.8	-177.5	-239.5	4.0	-1.5	8.8	-1.1	1.0	-14.1	-8.3
Nn1c(SCC(=O)Nc2cccc(Br)c2)nnc1C1CC1	-6.9	2.4	-6.3	-6.0	0.4	-10.6	0.2	0.0	-4.0	-3.1
COCCN1CCN(C(=O)C2CCC(=O)N(CCc3ccc(Cl)cc3)C2)CC1 (stereo not given)	-0.2	4.2	-0.2	-10.0	2.7	-12.2	0.6	-1.4	1.9	4.6
CC1CCCCC12NC(=O)N(CC(=O)N1CCN(C(=O)c3ccco3)CC1)C2=O (stereo not given)	3.9	-4.4	-11.3	9.2	0.1	-2.8	-0.2	2.1	-1.7	-0.7
COc1ccc(Cn2c(C)c(C)c(C#N)c2NC(=O)Nc2cccc(Cl)c2)cc1	-3.7	-3.4	-5.9	12.7	-0.8	19.0	0.4	-1.5	2.9	8.7
O=C(O)c1nn(CC(=O)N2CCN(c3ccccc3)CC2)c(=O)c2ccccc12	-1.2	0.1	-2.6	14.8	4.5	-6.7	0.4	-2.7	1.6	-3.6
CCOC(=O)C1(NC(=O)C2(NC(=O)CN3C(=O)c4ccccc4C3=O)CCCC2)CCCC1	8.3	4.7	-7.2	-5.5	0.3	2.5	0.5	-3.4	-4.9	-3.3
COc1ccc(C(=O)n2nc(-c3ccc(C)cc3)nc2N)cc1OC	1.2	-3.2	-0.5	2.9	3.9	-8.1	-1.0	1.1	-4.4	9.1
COc1ccccc1/C=C/c1nc(C#N)c(N(C)C)o1	-3.5	i	i	-1.4	1.0	0.9	-9.1	-3.2	i	5.2
COc1cccc(C(=O)Nc2cc(S(=O)(=O)N3CCOCC3)ccc2N2CCOCC2)c1	2.0	-1.6	-8.5	0.8	3.6	-0.6	0.5	5.6	-1.8	-5.8
O=C(Cn1nnc(-c2ccccc2F)n1)Nc1ccc2c(c1)OCO2	2.4	-3.1	-2.7	-8.3	1.1	9.2	-0.2	8.4	-2.2	-0.7
CS(=O)(=O)c1ccccc1-c1nnc(NC(=O)COc2ccc(Cl)cc2)o1	7.3	-3.9	-19.7	-1.0	0.5	15.8	0.0	-2.3	-52.9	-1.4
CCCn1c(SCC(=O)N2CCOCC2)nnc1-c1ccncc1	8.4	2.0	-6.1	9.0	1.0	4.8	0.6	3.4	-2.8	-4.1
CC(C)c1ccc(C(=O)NCCCN(C)C)cc1	6.1	-1.3	1.0	12.7	0.7	-1.4	-0.4	-4.7	2.4	-2.0
Cc1csc(=O)n1CCC(=O)OCC(=O)NNC(=O)c1ccc(Cl)cc1	-2.8	-5.7	-2.1	-7.6	-1.5	2.5	0.3	-4.8	0.5	2.2
[N-]=[N+]=NC[C@H](Cc1ccccc1)N1CC[C@@H](NC(=O)OCc2ccccc2)CCC1=O	-7.6	0.4	-4.5	-0.3	-2.0	-2.4	0.3	2.3	-1.1	11.8
COc1ccccc1N1CCN(C(=O)c2cccc(Oc3ccccc3)c2)CC1	9.2	-1.2	-7.8	-0.4	1.7	-8.7	2.7	4.7	-3.3	-4.2
COc1ccccc1CNC(=O)Cn1cc2c(n1)CCCC2	-1.4	1.7	2.1	-2.9	0.3	2.8	0.0	3.6	0.2	4.5

Screening results as filed in PubChem BioAssay.
